# Source: PubChem BioAssay (several laboratories)
# P. falciparum M1AAP: malaria alanyl aminopeptidase activity blockers – biochemical, fluorogenic H-Leu-NHMec substrate, 1536-well (AID 1445) | 220,000 compounds, 0.42% hits | inhibition, % at 30 µM, or IC50 in µM where a hit was titrated | recombinant M1AAP, H-Leu-NHMec fluorogenic kinetic assay; higher % means a stronger effect;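 active = primary inhibition above the hit cutoff, then over 50% inhibition at one or more dose response concentrations, cut at about 23% in these data, passing the limit was not always enough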;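 note: plate controls were DMSO full reaction for no effect and no enzyme background for full effect; strong numbers were not always called active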
# HEK293 NOD2/NF-kB: NOD2 signaling inhibitors, cell-based, luminescence, uHTS, HEK293 (AID 1566) | one-dose inhibition, % at 4 µM; EC50 in µM for titrated hits | 290,000 compounds, 0.63% hits | HEK293 NOD2/NF-kB luciferase reporter, luminescence; higher % means a stronger effect; note: many of its hits are not listed in these tables
# AID2073: inhibitors of Mint1-CaV2.2 protein interaction, biochemical, HTRF (AID 2073); 290,000 compounds, 0.19% hits; HTRF protein-protein interaction, Mint1-CaV2.2; higher % means a stronger effect; inhibition, % at 20 µM; hits with a dose series show IC50 in µM; in the data active = inhibition mostly above about 51%, no sharp cut-off; note: some results filed as inactive read as strong as hits
# M17LAP inhibition: P. falciparum M17LAP inhibitors, primary screen, biochemical, fluorogenic H-Leu-NHMec substrate, 1536-well (AID 1619); 220,000 compounds, 0.38% hits; one-dose inhibition, % at 30 µM; IC50 in µM for titrated hits; recombinant M17LAP, H-Leu-NHMec fluorogenic kinetic assay; higher % means a stronger effect;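 active = compound inhibiting the enzyme by more than half at any dose during confirmatory dose-response retesting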;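 note: plate controls were full reaction with DMSO carrier for no effect and no enzyme background for full effect; strong numbers were not always called active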
# LYP inhibition: inhibitors of LYP phosphatase, biochemical, fluorescence intensity, uHTS (AID 1779); recombinant LYP phosphatase, fluorescence intensity; higher % means a stronger effect; one-dose inhibition, % at 11.5 µM; IC50 in µM for titrated hits; 290,000 compounds, 0.054% hits;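 note: plate controls were vehicle with enzyme for no effect and no enzyme for full effect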
# Siah-1 displacement: blockers of Siah-1 interaction with plectin peptide – biochemical, fluorescence polarization, rhodamine-plectin, uHTS, primary screen (AID 1817) | Siah-1 / rhodamine-plectin peptide fluorescence polarization; higher % means a stronger effect | 290,000 compounds, 0.02% hits | displacement, % at 20 µM, or IC50 in µM where a hit was titrated;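 active = displacement of at least 50% at 20 µM, with a fluorescence ratio check between 0.3 and a set limit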;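 note: plate controls were Siah plus tracer with DMSO for no effect and tracer alone without Siah for full effect; strong numbers were not always called active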
# ER stress rescue: rescue of cells from ER stress-induced death, primary screen, 384-well, CSM14.1, thapsigargin, ATP luminescence (AID 1222); CSM14.1 thapsigargin-induced death rescue, ATP luminescence; higher % means a stronger effect; cellular ATP content (survival), % at 20 µM, or EC50 in µM where a hit was titrated; 190,000 tested, under 10 active;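 active = EC50 below 50 µM in the dose-response confirmation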;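 note: death triggered by thapsigargin at about 15 µM added after 2 h compound pretreatment; cell ATP read after overnight thapsigargin exposure of roughly 18 to 22 hours; normalized against plate controls of thapsigargin alone and 5% DMSO vehicle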
# Lipid droplet: modulators of hepatic lipid droplet formation; 240,000 compounds, 0.4% hits; AML12 mouse hepatocytes, oleate lipid droplets, BODIPY imaging; AID 1656; inhibition, % at 6.5 µM;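 active = lipid droplet intensity inhibited by at least 50%, with more than 500 cells counted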
#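 Assay system: AML12 mouse liver cells | Compound dosing: One dose, 6.5 µM compound | Read-out basis: Droplet intensity reduction, % inhibition | Measured by: Fluorescence imaging, 20x objective, two fields per well | Schedule: Overnight treatment with compound plus oleate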
# XIAP antagonists: XIAP antagonists, biochemical, IAP family, fluorescence polarization (AID 1018); XIAP BIR domain, fluorescence polarization peptide displacement; higher % means a stronger effect; displacement, % at 20 µM, or IC50 in µM where a hit was titrated; 200,000 compounds, 0.007% hits; in the data active = displacement above about 50%; note: a part of the inactive calls stands beside numbers as strong as those of hits
# Lipid droplet cells 6.5 µM: further read-out of Lipid droplet, marked with its call; cell count; measured here: cell count, cytotoxicity flag;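 cells counted across two imaged fields per well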
# * hit, by the source's call; x = not tested or not shown. Cut-off read from the data, not from the text of the source, unless noted: active = inhibition above about 50%; inactive = the rest. A portion of the library; the hit share may differ from the screen's.
SMILES,P. falciparum M1AAP,HEK293 NOD2/NF-kB,AID2073,M17LAP inhibition,LYP inhibition,Siah-1 displacement,ER stress rescue,Lipid droplet,Lipid droplet cells 6.5 µM,XIAP antagonists
CC(=O)C1=C(O)C(=O)N(c2ccc(Br)cc2)C1c1ccc(Br)cc1 (stereo not drawn),x,-62%,23%,x,-6%,-3%,x,4,849,x
COc1ccc(NN=Nc2ccc([N+](=O)[O-])cc2)cc1,x,-133%,16%,x,-7%,0%,x,x,x,x
CC[N+]1(CC)CC2=Cc3c(ccc4ccccc34)CC2C1 (stereo not drawn),11%,12%,14%,11%,-4%,1%,-1.1%,-1,809,-1.4%
Cc1nnc(SCc2c(Cl)cccc2Cl)s1,12%,-4%,-12%,0%,-1%,3%,-1.1%,x,x,-1.2%
CC(C)CCNC(=O)CSc1nnc(-c2ccc(S(=O)(=O)N3CCCC3)cc2)n1C,4%,-9%,11%,0%,-9%,-1%,-0.7%,14,810,-6.9%
COc1ccccc1Nc1ccc(NC(=O)c2cccc([N+](=O)[O-])c2C)cc1,x,21%,7%,x,9%,-2%,x,97*,843*,x
COc1ccc(CC2(CO)CCN(Cc3ccc4c(c3)CCO4)CC2)cc1,-3%,-34%,2%,-1%,-7%,-6%,-0.4%,12,660,-1.5%
CN(CP(=O)(O)C(O)c1ccccc1)S(C)(=O)=O (stereo not drawn),-2%,1%,-6%,19%,-4%,-2%,-0.7%,x,x,-2.4%
CCOc1ccc(C(=O)NCC(C)NC(=O)c2ccc(OCC)cc2)cc1 (stereo not drawn),x,13%,-6%,x,-6%,-1%,x,0,789,x
CCOC(=O)C1(Cc2cccc(OC)c2)CCCN(C(=O)CNC(C)=O)C1 (stereo not drawn),x,-78%,-5%,x,-10%,5%,x,0,758,x
COc1cccc(Nc2ncnc3ccccc23)c1,3%,-112%,-6%,14%,-7%,1%,0.5%,-2,694,-3.8%
COc1ccc(S(=O)(=O)NNC(=O)C23CC4CC(CC(C4)C2)C3)cc1,x,10%,11%,x,-8%,-1%,x,1,714,x
CCOC(=O)C1CCN(C(=O)c2ccccc2NC(C)=O)CC1,2%,1%,10%,0%,-2%,-5%,-5.1%,x,x,-5.9%
CCc1ccc(CN2CCC(n3nccc3NC(=O)C3CCCC3)CC2)cc1,x,8%,10%,x,-3%,-5%,x,-2,802,x
CC(NC(=O)C(C)N1C(=O)c2ccccc2C1=O)c1ccccc1 (stereo not drawn),x,2%,-2%,x,-8%,4%,x,-1,798,x
CCCNS(=O)(=O)c1cc2c3c(c1)CCN3C(=O)CC2,x,1%,4%,x,-13%,-3%,x,4,697,x
Cc1ccc2c(c1)CCCN2C(=O)C1CCCO1 (stereo not drawn),1%,4%,-4%,-4%,-2%,4%,-2.8%,-16,651,-0.4%
CCC(C(=O)OCC(=O)Nc1ccc(C(N)=O)cc1)c1ccccc1 (stereo not drawn),9%,19%,12%,-1%,0%,6%,-0.9%,-6,670,-7.5%
Cc1ccc2c(c1)N(C(=O)CCC(=O)NC1CCCCCC1)CCO2,x,5%,5%,x,-5%,2%,x,0,681,x
COc1cccc(N/C=C/C(=O)c2ccc(C)cc2)c1,x,-158%,15%,x,-10%,5%,x,14,804,x
CCOC(=O)C1=C(O)/C(=C/c2ccc(-c3ccccc3C(=O)O)o2)SC1=Nc1ccc(OC)cc1,26%*,16%,17%,50%,18%,6%,2.2%,-6,770,-8.9%
CN(Cc1ccc(F)cc1)Cc1nc(-c2cnccn2)no1,5%,0%,4%,10%,-8%,-1%,-0.6%,-1,665,1.9%
O=C(O)Cc1cn(-c2ccccc2)nc1-c1ccccc1,8%,18%,11%,9%,-4%,8%,0.0%,9,665,-1.5%
O=C(c1ccco1)N1CCN(S(=O)(=O)Cc2ccc(Cl)cc2)CC1,1%,2%,-2%,0%,3%,0%,1.2%,-19,688,-8.9%
O=C1C(=O)N(CC2CCCO2)C(c2ccco2)/C1=C(/O)c1ccc(F)cc1 (stereo not drawn),9%,5%,-1%,2%,-5%,6%,-0.2%,-1,707,-1.3%
O=C(c1cccc(Cl)c1)N1CCN(Cc2c[nH]c3ccccc23)CC1,8%,28%,11%,20%,-12%,2%,-0.1%,-7,688,-4.7%
COc1cccc(N=CC2=C(O)CCCC2=O)c1,8%,-15%,6%,42%,2%,2%,-0.5%,2,722,-7.2%
COc1cccc(NC(=O)C(c2ccccc2)N2CCCC2)c1 (stereo not drawn),1%,-13%,0%,0%,1%,4%,-3.1%,-16,654,-7.5%
CC(=O)OC(C#CCN1CCOCC1)c1ccccc1 (stereo not drawn),4%,-2%,2%,-8%,-2%,6%,-0.9%,13,673,-9.6%
Cn1nc(C(F)(F)F)c(-c2ccc(Br)cc2)c1NC(=O)C1CCC1C(=O)O (stereo not drawn),-4%,20%,12%,4%,1%,2%,x,9,676,x
COCc1c(C(=O)OC/C(O)=C(\C#N)c2nc3ccccc3[nH]2)oc2ccccc12,1%,0%,32%,1%,-6%,7%,0.6%,-10,696,-3.2%
COc1ccc(OC)c(NC(=O)COC(=O)C2CCN(C(=O)c3ccc(Cl)cc3)CC2)c1,-3%,-4%,-8%,0%,-2%,-9%,-1.1%,10,702,-5.7%
CC(C)CC(=O)NCCCN1CCN(CCCNC(=O)CC(C)C)CC1,-1%,19%,1%,1%,-4%,-10%,-1.0%,3,733,5.2%
Cc1cc(SCC(=O)c2ccccc2)n2nc(C)nc2n1,4%,12%,9%,-3%,-7%,-5%,0.7%,-1,753,-0.9%
CCCC[n+]1c2ccccc2cc2ccccc21,x,-40%,5%,x,-2%,-9%,x,-16,803,x
O=C(Nc1ccc(N2CCOCC2)cc1)Nc1ccc2nsnc2c1,10%,-127%,-18%,9%,-4%,8%,-0.2%,5,671,-3.3%
Cc1cc(-c2nc(C)c(C(=O)NN)s2)no1,-1%,-8%,-1%,6%,-4%,-2%,x,16,666,x
COc1ccc(CC(=O)Nc2c3c(nn2-c2cccc(C)c2C)CS(=O)C3)cc1OC (stereo not drawn),0%,16%,17%,8%,-10%,5%,0.2%,x,x,-4.7%
COc1cc([N+](=O)[O-])ccc1NC(=O)CCCOc1cccc(C)c1,18%,29%,-12%,-4%,2%,-1%,1.3%,x,x,-6.9%
Cc1cc(C)c(O)c(N)c1,x,11%,32%,x,-6%,6%,-0.6%,0,743,-3.6%
CCc1cccc2c(C(=O)C(F)(F)F)cn(CC(=O)N3CCOCC3)c12,6%,-24%,3%,9%,-6%,-4%,-1.4%,-6,677,-2.8%
O=C(O)c1ccc(Cn2cnc3sc4c(c3c2=O)CCCC4)cc1,-2%,-2%,19%,28%,-2%,11%,-1.3%,-1,674,-11%
COc1ccc(/C=C2/C(=O)N(Cc3ccccc3)N=C2C)cc1,7%,-26%,-31%,-1%,3%,-1%,-0.5%,-19,711,-8.8%
COc1ccc(C2/C(=C(/O)c3ccc4c(c3)CC(C)O4)C(=O)C(=O)N2CCN2CCOCC2)cc1OC (stereo not drawn),x,2%,4%,x,1%,-4%,x,-3,823,x
Clc1ccc(Sc2cc(N3CCOCC3)nc(-c3ccccc3)n2)cc1,-3%,10%,3%,-17%,1%,-3%,-2.6%,x,x,-6.0%
COc1ccc(CC2(C)OC(c3ccc(C)c([N+](=O)[O-])c3)=NN2C(C)=O)cc1 (stereo not drawn),-3%,1%,14%,5%,-5%,-2%,x,-2,746,x
COc1ccccc1N(C)S(=O)(=O)c1ccc(C(=O)OCC(=O)N2CCCCCC2)cc1,3%,8%,-18%,-3%,-4%,-7%,-1.7%,1,654,-7.6%
CCN=c1scc(-c2ccccc2)n1/N=C/c1ccccn1,8%,-105%,-1%,-1%,-1%,3%,-3.7%,-17,593,-4.5%

# Record cards, from the list above.
# Shown for Cc1cc(C)c(O)c(N)c1 : P. falciparum M1AAP = x; HEK293 NOD2/NF-kB = 11%; AID2073 = 32%; M17LAP inhibition = x; LYP inhibition = -6%; Siah-1 displacement = 6%; ER stress rescue = -0.6%; Lipid droplet = 0; Lipid droplet cells 6.5 µM = 743; XIAP antagonists = -3.6%
# Shown for CCN=c1scc(-c2ccccc2)n1/N=C/c1ccccn1 : P. falciparum M1AAP = 8%; HEK293 NOD2/NF-kB = -105%; AID2073 = -1%; M17LAP inhibition = -1%; LYP inhibition = -1%; Siah-1 displacement = 3%; ER stress rescue = -3.7%; Lipid droplet = -17; Lipid droplet cells 6.5 µM = 593; XIAP antagonists = -4.5%

# (more compounds)
SMILES,P. falciparum M1AAP,HEK293 NOD2/NF-kB,AID2073,M17LAP inhibition,LYP inhibition,Siah-1 displacement,ER stress rescue,Lipid droplet,Lipid droplet cells 6.5 µM,XIAP antagonists
COc1ccc(/C=C/c2nc(C)c(-c3ccccc3)c(=O)[nH]2)cc1OC,-3%,5%,1%,2%,5%,1%,1.6%,-14,654,-7.6%
Cc1ccc(-n2nnnc2SCn2nnc3ccccc3c2=O)c(C)c1,1%,24%,-2%,5%,1%,2%,-1.9%,-15,675,-0.7%
N#C/C(C(=O)N1CCOCC1)=c1\s/c(=C/c2ccncc2)c(=O)n1-c1ccccc1,x,18%,4%,x,-1%,-1%,-0.5%,x,x,-3.2%
COc1ccc(NC(=O)c2nc[nH]c2C(=O)N[C@H](C)c2ccccc2)cc1,-8%,20%,6%,-8%,7%,-1%,x,3,702,x
CC1SCCN1S(=O)(=O)c1ccc2ccccc2c1 (stereo not drawn),4%,1%,11%,14%,-1%,9%,-3.5%,2,698,-1.1%
O=C(CC12CC3CC(CC(C3)C1)C2)N1CCCC1,-7%,3%,9%,6%,-2%,-6%,-0.4%,6,728,-0.9%
O=C(Nc1cccc(C(F)(F)F)c1)c1cncs1,x,2%,15%,x,-5%,-4%,x,3,835,x
COCCNC(=O)CCn1nc(-c2ccc(Cl)cc2)ccc1=O,6%,9%,2%,8%,-8%,-2%,1.8%,x,x,-5.7%
CCN(CC)c1ccc2c(c1)OC(N)=C(C#N)C2c1cccnc1 (stereo not drawn),5%,-19%,-6%,11%,-2%,-1%,-1.5%,x,x,-4.7%
CCN(CC)CCCNc1nc(-c2ccccc2)nc2ccccc12,-5%,11%,10%,-3%,-8%,1%,-1.1%,-5,695,-4.8%
COc1ccc(-c2noc(N3CCC(C(=O)N(C)c4ccccc4C)CC3)n2)cc1,x,22%,3%,x,-10%,3%,x,-14,693,x
O=C(CN1CCN(c2ccccc2F)CC1)NC(=O)NCc1ccco1,3%,6%,45%,0%,-3%,14%,-1.2%,2,714,-3.3%
Cc1ccc(OC(C)c2nnc(N)s2)cc1Cl (stereo not drawn),3%,9%,0%,5%,-5%,1%,-1.8%,0,674,-2.6%
